UGM FP inh: inhibitors of M. tuberculosis UDP-galactopyranose mutase. P9WIQ1. hit rate 0.06% among 320,000. AID 504406. inhibition, % at 10 µM. purified UGM, fluorescence polarization probe displacement; in the data active means inhibition above about 10%, passing the limit was not always enough
Target sequence (P9WIQ1 whole entry, looked up): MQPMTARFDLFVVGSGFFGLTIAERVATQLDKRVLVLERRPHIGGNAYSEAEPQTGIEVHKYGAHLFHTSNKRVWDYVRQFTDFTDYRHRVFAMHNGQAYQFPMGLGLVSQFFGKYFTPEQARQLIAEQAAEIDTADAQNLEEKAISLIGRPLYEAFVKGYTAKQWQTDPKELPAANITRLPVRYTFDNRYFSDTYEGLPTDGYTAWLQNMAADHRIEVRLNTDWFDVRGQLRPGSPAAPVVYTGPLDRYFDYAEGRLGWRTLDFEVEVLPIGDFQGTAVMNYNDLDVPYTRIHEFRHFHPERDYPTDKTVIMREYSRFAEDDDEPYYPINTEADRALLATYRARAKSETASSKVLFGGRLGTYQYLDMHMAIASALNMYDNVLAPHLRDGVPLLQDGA
BioA inh: BioA (M. tuberculosis) enzyme inhibition; purified M. tuberculosis BioA enzyme, plate reader; inhibition, % at 9.99 µM; hit rate 0.096% among 360,000; in the data active means inhibition above about 40%
SARS 3CLpro inh: SARS-CoV 3CLpro protease inhibition | P0C6X7 | recombinant SARS-CoV 3CLpro, quenched FRET peptide cleavage | inhibition, % at 6 µM | hit rate 0.14% among 290,000; in the data active means inhibition above about 12%
Rv3671c inh: inhibitors of M. tuberculosis serine protease Rv3671c. hit rate 0.048% among 320,000. inhibition, % at 5.96 µM; in the data active means inhibition above about 38%;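 further: extracellular domain of Rv3671c used as enzyme; 0% = enzyme with DMSO and 100% = no enzyme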
Vc quorum ag: quorum light induction in luxS cqsA deficient V. cholerae | V. cholerae BH1578 lux reporter, luminescence, 6 h | hit rate 0.16% among 350,000 | activation, % at 18.7 µM; in the data active means activation mostly above about 9.7%, no sharp cut-off; further: not every result past the cut was called active; inactives centre near 0; reference of the scale not given here
SSB-PriA inh: inhibitors of Klebsiella pneumoniae PriA binding to SSB C-terminal tail | AlphaScreen SSBct-PriA binding, biotinylated peptide | inhibition, % at 33 µM | hit rate 0.6% among 430,000 | AID 1272365; in the data active means inhibition mostly above about 37%, no sharp cut-off; inactive means mostly below about 20%;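 further: plate controls were negative control peptide for no effect and reference peptide for full effect; strong numbers were not always called active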
VHR inh abs: DUSP3 (human) phosphatase inhibition; inhibition, % at 13.3 µM; AID 1654; recombinant VHR phosphatase, pNPP absorbance; hit rate 0.52% among 290,000; P51452; in the data active means inhibition above about 50%; further: some compounds called inactive have numbers as strong as hits
Target sequence (P51452 whole entry, looked up): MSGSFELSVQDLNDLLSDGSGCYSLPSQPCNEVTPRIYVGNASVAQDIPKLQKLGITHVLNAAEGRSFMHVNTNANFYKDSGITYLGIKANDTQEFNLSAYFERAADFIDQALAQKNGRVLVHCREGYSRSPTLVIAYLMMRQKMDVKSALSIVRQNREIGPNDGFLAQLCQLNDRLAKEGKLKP
GDH-TPI counter: GDH-TPI coupled enzyme inhibition counter-screen; GDH-TPI coupled enzyme counterscreen, NADH absorbance; inhibition, % at 4.8 µM; AID 588335; hit rate 1.2% among 360,000; in the data active means inhibition above about 30%;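 further: 0% = DMSO wells and 100% = wells lacking the enzyme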
FBA Mtb inh: Mtb fructose-bisphosphate aldolase inhibition. hit rate 2.3% among 360,000. P9WQA3. AID 588726. inhibition, % at 1 µM. purified M. tuberculosis FBA, fluorescence read-out; in the data active means inhibition above about 27%;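 further: 0% = vehicle and 100% = reference inhibitor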
Target sequence (P9WQA3 whole entry, looked up): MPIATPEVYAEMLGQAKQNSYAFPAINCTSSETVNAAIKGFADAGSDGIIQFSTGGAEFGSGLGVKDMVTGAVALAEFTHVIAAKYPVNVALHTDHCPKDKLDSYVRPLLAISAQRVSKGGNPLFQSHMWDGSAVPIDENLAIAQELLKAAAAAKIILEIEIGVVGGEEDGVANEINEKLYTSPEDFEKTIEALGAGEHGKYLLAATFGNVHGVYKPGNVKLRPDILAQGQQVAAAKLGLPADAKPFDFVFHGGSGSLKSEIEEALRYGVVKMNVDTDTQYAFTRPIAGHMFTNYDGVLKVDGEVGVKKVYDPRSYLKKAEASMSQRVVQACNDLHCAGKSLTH
MazEF act: activators of E. coli MazEF toxin-antitoxin RNase. FAM/BHQ RNA-DNA oligo cleavage fluorescence, 5 h. activation, % at 20 µM. AID 504720. hit rate 0.32% among 350,000; in the data active means activation above about 50%
Target sequence (P0AE70 whole entry, looked up): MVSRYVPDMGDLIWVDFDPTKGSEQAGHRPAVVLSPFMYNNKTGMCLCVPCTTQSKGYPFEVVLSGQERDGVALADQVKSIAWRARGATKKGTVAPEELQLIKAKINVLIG
Numbers without * were called inactive; i = inactive; / = no result given; & = joins results of further samples. This is a subset; rates above refer to the full screens.

SMILES | UGM FP inh | BioA inh | SARS 3CLpro inh | Rv3671c inh | Vc quorum ag | SSB-PriA inh | VHR inh abs | GDH-TPI counter | FBA Mtb inh | MazEF act
O=c1ccccn1CCOc1ccc(Cl)cc1 | 0.3 | / | -3 | -4 | -0.1 | -10 | 4 | 3 | 3 | 2
CN(CC1COCCO1)C(=O)c1cc(COc2c(F)cccc2F)on1 (configuration not stated) | 1.0 | -4.3 | 4 | 0 | i | -14 | -2 | -2 | -1 | 1
CCOc1ccc(C2=Nc3ccc(Br)cc3C(c3ccc(N4CCOCC4)cc3)=NN2)cc1 | 1.8 | / | 1 | -6 | 3.4 | 6 | -18 | 14 | -3 | 5
CCCNC(=O)Cn1cnc2sc(C(=O)N3CCCC(C(=O)OCC)C3)c(C)c2c1=O (configuration not stated) | -3.6 | -1.7 | -1 | 4 | i | -13 | 21 | -7 | 1 | 12
Brc1ccc(-c2nn3c(Cc4ccccc4)nnc3s2)o1 | -0.8 | -0.6 | -3 | -5 | 0.3 | -13&-38 | 7 | 8 | -1 | -1
COc1ccc(OC)c(NC(=O)CCNC(=O)N2CC(=O)Nc3ccccc32)c1 | / | -0.6 | / | / | -0.4 | / | / | 7 | 3 | -9
COc1ccc(S(=O)(=O)c2c(O)cc(C)c(NS(=O)(=O)c3ccccc3)c2C)cc1 | 2.5 | 0.5 | -3 | -31 | -2.2 | -7 | 15 | 16 | -5 | 0
O=C(CSc1nnc(-c2ccccc2F)o1)Nc1ccc(N2CCOCC2)cc1 | -1.0 | 0.7 | / | 4 | i | 7 | / | -2 | 1 | 1
Cc1ccc(S(=O)(=O)NCC2COc3ccccc3O2)cc1 (configuration not stated) | 0.3 | 0.2 | -2 | -8 | -0.3 | -7 | -2 | 5 | 0 | 7
CCN(CC(=O)NCc1cccs1)C(=O)c1ccc(-c2cccc(C(F)(F)F)c2)o1 | -0.1 | -0.2 | / | 2 | i | 13 | / | 12 | 2 | 1
O=C(CCc1c[nH]c2ccccc12)NN1C(=O)NC2(CCCCC2)C1=O | 0.8 | 0.9 | / | -6 | -3.7 | 4 | / | -2 | -1 | 9
CCc1ccc(N(CC(=O)NCc2ccc(F)cc2)C(=O)c2csnn2)cc1 | -1.8 | 1.8 | -2 | 0 | -0.2 | 11 | 14 | -2 | 1 | -3
CCn1cc(/C=N\NC(=O)COc2cccc(C)c2C)c(C)n1 | -1.9 | / | 0 | 4 | i | / | 4 | -7 | 3 | -6
CCC(C)NC(=O)c1ccccc1NC(=O)CN(c1cc(C)ccc1OC)S(C)(=O)=O (configuration not stated) | -1.3 | / | 2 | 4 | -0.5 | -9 | -1 | -5 | 0 | -1
COc1ccc(NC(=O)NNC(=O)c2ccc3ccccc3c2O)c(OC)c1 | 2.6 | -0.7 | -1 | -8 | i | -5 | 37 | 4 | 40* | -3
CSc1c(CC(=O)Nc2ccccc2)n(Cc2ccccc2)c2ccccc12 | -2.1 | / | -2 | -5 | 2.6 | -3 | -6 | 9 | 4 | 4
COc1cccc(-n2c(O)c(C=Nc3c(C)n(C)n(-c4ccccc4)c3=O)c(=O)[nH]c2=O)c1 | 1.0 | / | -3 | -4 | -0.2 | 3 | -6 | 21 | -2 | 7
O=C(NCCC1CCCCN1S(=O)(=O)c1ccccc1)C(=O)Nc1ccccc1 (configuration not stated) | -1.3 | -0.4 | / | 4 | 1.4 | 4 | / | -7 | 2 | 8
Nc1c(-c2ccccc2)c(CN2CCOCC2)nn1-c1ccc(C(=O)O)cc1 | 0.5 | 0.6 | -1 | 7 | -0.1 | -11 | -1 | 9 | 1 | 2
Cc1[nH]c2ccccc2c1/C=N/NC(=O)c1ccccc1 | -2.2 | / | -3 | 1 | i | / | -13 | 26 | -3 | 8
O=C1CNC(=O)/C(=C\c2ccc(F)cc2)N1 | 1.0 | -1.5 | -1 | 5 | -0.5 | -2 | 22 | -2 | 1 | 9
O=C(Nc1ccc(OC(F)(F)F)cc1)c1ccc2nc[nH]c2c1 | 0.6 | 9.4 | -5 | -9 | -0.4 | 0&-11 | 14 | -8 | 1 | 9
Cc1nn(Cc2c(Cl)cccc2Cl)c(C)c1NC(=O)/C=C/c1cnn(C)c1C | 0.3 | -1.2 | -1 | -1 | -1.4 | -3 | 30 | 10 | -2 | 0
CCOc1ccccc1/C=C/c1cc(C(=O)O)c2ccccc2n1 | 1.5 | / | 2 | 0 | -6.9 | -10 | 13 | 9 | 29* | 1
Cc1cc(C)cc(C(=O)N2CCN=C2c2ccccc2)c1 | -3.8 | / | -2 | -10 | i | -3 | 2 | 7 | 1 | -1

4 entries drawn at random from those above:
SMILES | UGM FP inh | BioA inh | SARS 3CLpro inh | Rv3671c inh | Vc quorum ag | SSB-PriA inh | VHR inh abs | GDH-TPI counter | FBA Mtb inh | MazEF act
CSc1c(CC(=O)Nc2ccccc2)n(Cc2ccccc2)c2ccccc12 | -2.1 | / | -2 | -5 | 2.6 | -3 | -6 | 9 | 4 | 4
O=C(NCCC1CCCCN1S(=O)(=O)c1ccccc1)C(=O)Nc1ccccc1 (configuration not stated) | -1.3 | -0.4 | / | 4 | 1.4 | 4 | / | -7 | 2 | 8
CCN(CC(=O)NCc1cccs1)C(=O)c1ccc(-c2cccc(C(F)(F)F)c2)o1 | -0.1 | -0.2 | / | 2 | i | 13 | / | 12 | 2 | 1
O=C1CNC(=O)/C(=C\c2ccc(F)cc2)N1 | 1.0 | -1.5 | -1 | 5 | -0.5 | -2 | 22 | -2 | 1 | 9

Six entries from above, with values under each structure.
Fields – UGM FP inh | BioA inh | SARS 3CLpro inh | Rv3671c inh | Vc quorum ag | SSB-PriA inh | VHR inh abs | GDH-TPI counter | FBA Mtb inh | MazEF act
- O=C(NCCC1CCCCN1S(=O)(=O)c1ccccc1)C(=O)Nc1ccccc1 (configuration not stated)
→ -1.3 | -0.4 | / | 4 | 1.4 | 4 | / | -7 | 2 | 8
- CCc1ccc(N(CC(=O)NCc2ccc(F)cc2)C(=O)c2csnn2)cc1
→ -1.8 | 1.8 | -2 | 0 | -0.2 | 11 | 14 | -2 | 1 | -3
- COc1ccc(OC)c(NC(=O)CCNC(=O)N2CC(=O)Nc3ccccc32)c1
→ / | -0.6 | / | / | -0.4 | / | / | 7 | 3 | -9
- O=c1ccccn1CCOc1ccc(Cl)cc1
→ 0.3 | / | -3 | -4 | -0.1 | -10 | 4 | 3 | 3 | 2
- COc1cccc(-n2c(O)c(C=Nc3c(C)n(C)n(-c4ccccc4)c3=O)c(=O)[nH]c2=O)c1
→ 1.0 | / | -3 | -4 | -0.2 | 3 | -6 | 21 | -2 | 7
- O=C(CCc1c[nH]c2ccccc12)NN1C(=O)NC2(CCCCC2)C1=O
→ 0.8 | 0.9 | / | -6 | -3.7 | 4 | / | -2 | -1 | 9

Continuation.
SMILES | UGM FP inh | BioA inh | SARS 3CLpro inh | Rv3671c inh | Vc quorum ag | SSB-PriA inh | VHR inh abs | GDH-TPI counter | FBA Mtb inh | MazEF act
O=C(NCC1CCCO1)c1ccc2c(c1)S(=O)(=O)c1ccccc1C2=O (configuration not stated) | 0.7 | 0.5 | / | -1 | i | -4 | / | -1 | -1 | 2
CC(C)CC(c1nnnn1Cc1ccc2c(c1)OCO2)N1CCC(C(N)=O)CC1 (configuration not stated) | -2.5 | 0.4 | 4 | 1 | -0.5 | -12 | 12 | -4 | -3 | 1
CCCCN(CC)C(=O)c1oc2ccc(S(=O)(=O)N3CCCC3)cc2c1C | -0.1 | 0.3 | 1 | -10 | i | -11 | -9 | -1 | -1 | 5
CCCS(=O)(=O)c1nc(S(=O)(=O)c2ccc(C)cc2)c(N2CCOCC2)s1 | 1.3 | -1.1 | -6 | -9 | i | 5 | -11 | 6 | -1 | 4
CN1CCN(C(=O)CN(c2cc(C(F)(F)F)ccc2Cl)S(C)(=O)=O)CC1 | -0.4 | -0.6 | 3 | 4 | 6.2 | -9 | 20 | -2 | 3 | -11
O=C(NCc1cccnc1)c1ccccc1[N+](=O)[O-] | -2.4 | / | 0 | -5 | -0.2 | -18 | 4 | 9 | 2 | 0
Cc1cccc(NC(=O)c2nc[nH]c2C(=O)NCCCNC(=O)c2[nH]cnc2C(=O)Nc2cccc(C)c2)c1 | -4.0 | -0.4 | / | -127 | -0.4 | -13 | / | -5 | -1 | 4
CCOC(=O)c1c(NC(=O)c2cccs2)sc2c1CCCC2 | 2.2 | 1.4 | -1 | -4 | 5.0 | -6 | -8 | -2 | 4 | -8
CCCCn1c(=O)[nH]c2c(oc3ccccc32)c1=O | 0.9 | / | -10 | -6 | i | 0 | -6 | 3 | 19 | -2
O=C(COC(=O)Cc1cccc(C(F)(F)F)c1)Nc1cccc2ccccc12 | -3.8 | / | 5 | 4 | -1.9 | -11 | 8 | -5 | -1 | 0
CN(C)c1ccc(C(C(=O)NCC2CCCO2)N(Cc2ccccc2)C(=O)c2snc(C(N)=O)c2N)cc1 (configuration not stated) | -2.4 | -1.3 | -2 | -5 | -0.2 | 16 | 6 | 6 | 0 | 7
COc1ccc(S(=O)(=O)N2CCCCC2)cc1NC(=O)c1ccc(OC)c(OC)c1 | / | -0.9 | / | / | 14 | 9 | / | 5 | -3 | 5
CC(C)CCn1c(Cl)nc2c1c(=O)n(C)c(=O)n2C | -2.6 | -0.7 | 3 | 1 | -0.4 | -5 | 30 | -2 | 3 | 3
CN(C)c1ccc(CN(C(=O)COc2ccccc2)C2CCS(=O)(=O)C2)cc1 (configuration not stated) | -0.4 | -1.6 | 3 | 13 | i | -10 | -1 | 25 | -5 | -8
COc1ccc2cc(C(=O)N3CCC(Cc4ccccc4)CC3)[nH]c2c1 | 1.9 | -0.7 | 9 | 2 | 0.8 | -8 | -8 | -1 | -3 | -21
Cc1ccccc1OCc1nnc(SCC(=O)NC2CCCCC2)o1 | -0.7 | -0.5 | 0 | -4 | -0.3 | -8 | 41 | -4 | 2 | 5
Cc1ccc(/C=N/n2c(=O)c(C(C)(C)C)nn3cnnc23)cc1 | -1.0 | / | -2 | -5 | -0.4 | / | 21 | 13 | 6 | 4
Cc1cccc(-n2c(SCC(=O)N3CCN(c4ccccn4)CC3)nnc2N2CCOCC2)c1 | -0.7 | 1.8 | / | 7 | i | -13 | / | 1 | 5 | 8
CC(=O)CSc1nnc(-c2ccc3c(c2)OCO3)o1 | 2.2 | -3.0 | 4 | 1 | -0.4 | 15 | 44 | 17 | 2 | 1
CC(=O)c1cccc(Nc2nc(-c3ccccc3)nc3ccccc23)c1 | 2.7 | -0.2 | 3 | -2 | i | -11 | 6 | 2 | 3 | 47
CCc1ccccc1Nc1nc(N)nc(CSc2nnnn2C)n1 | 0.4 | / | 2 | 2 | -0.1 | -23 | 14 | -2 | 4 | 6
COc1cccc(-c2ncc3ccccc3c2COC(=O)N2CCOCC2)c1 | 2.8 | 0.7 | / | -3 | 0.0 | 1 | / | -2 | 0 | 0
CCC(Oc1ccccc1)C(=O)O/N=C(\N)c1ccc(OC)c(OC)c1 (configuration not stated) | -0.1 | / | 2 | -11 | -0.3 | i | 14 | 0 | -2 | -2
Cc1ccc(C2C3=C(CCCC3=O)Nc3nc(SCC(=O)NCc4ccco4)[nH]c(=O)c32)cc1 (configuration not stated) | -5.3 | -3.4 | 5 | -1 | -0.4 | -7 | 15 | 24 | 15 | 3
CCc1ccc(NC(=S)N(CCCN2CCOCC2)Cc2ccccn2)cc1 | 0.7 | 1.7 | 0 | -1 | -0.4 | -17 | 11 | -11 | 1 | 1
O=C(Nc1ccccc1C(=O)N1CCOCC1)C1CCC(=O)N1C1CCCC1 (configuration not stated) | 0.2 | / | -2 | -6 | -0.4 | -7 | 28 | -9 | 0 | 1
O=C(CN1C(=O)/C(=C/c2ccccc2Cl)SC1=S)NC1C=CS(=O)(=O)C1 (configuration not stated) | -1.9 | -2.4 | -3 | -5 | -0.2 | -6 | 7 | 24 | 0 | 4
CCOC(=O)N1CCC(NC(=O)c2cc(C(=O)Nc3ccc(OC)c(OC)c3)ccc2CO)CC1 | -1.2 | -5.8 | 1 | -4 | 1.2 | -9 | 6 | 11 | -6 | -2
